High-throughput results deposited in PubChem by several laboratories.
TNAP act hi DEA – TNAP (human) activation, high acceptor. activation factor at 20 µM. 200,000 tested, under 10 active. purified TNAP, CDP-star luminescence, 1 M DEA, 30 min; active compounds read high; 0 = EDTA background, 1 = DMSO-only activity. P05186;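 active = activation factor at least 2 at 20 µM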
Target sequence (P05186 whole entry, looked up): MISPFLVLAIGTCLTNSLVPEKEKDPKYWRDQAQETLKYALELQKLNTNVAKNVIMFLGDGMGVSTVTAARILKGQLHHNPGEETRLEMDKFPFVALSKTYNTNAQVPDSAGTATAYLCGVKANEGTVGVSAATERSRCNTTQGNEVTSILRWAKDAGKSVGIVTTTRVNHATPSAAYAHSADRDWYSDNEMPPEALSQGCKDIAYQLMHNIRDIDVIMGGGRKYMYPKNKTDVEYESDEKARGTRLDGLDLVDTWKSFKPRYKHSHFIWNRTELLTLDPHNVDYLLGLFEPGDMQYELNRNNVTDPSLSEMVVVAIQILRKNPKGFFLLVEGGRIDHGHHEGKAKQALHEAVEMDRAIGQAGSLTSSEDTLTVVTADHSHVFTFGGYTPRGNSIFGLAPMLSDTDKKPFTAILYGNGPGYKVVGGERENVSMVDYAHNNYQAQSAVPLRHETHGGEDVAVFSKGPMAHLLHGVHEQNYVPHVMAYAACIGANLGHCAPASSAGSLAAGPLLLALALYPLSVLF
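system = human TNAP | amount = enzyme diluted 1/800 final | reagent = 100 µM CDP-star substrate | signal = luminescent substrate turnover signal | dosing = one dose, 20 µM | benchmarks = EDTA negative control, DMSO positive control | measure = activation factor | timing = 30 min reaction, room temperature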
bIAP inhibitor – blocks bovine intestinal alkaline phosphatase activity. 190,000 tested, under 10 active. inhibition, % at 20 µM. AID 1019. purified bovine IAP, CDP-star luminescence, 30 min;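 active = over 50% inhibition of intestinal alkaline phosphatase at 20 µM in the single-dose screen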
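test system = bovine IAP enzyme | medium = DEA buffer 100 mM, pH 9.8, with MgCl2 1.0 mM, ZnCl2 0.02 mM | detection = luminescence | dosing = single compound dose of 20 µM, 2% DMSO final | incubation = 30 min reaction at room temperature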
SRC2 TRFRET art – TR-FRET artefact, counter-screen to PPARgamma/SRC-2 agonist assay; active compounds read high; TR-FRET ratio at 8 µM; actives 0.4% (n = 200,000); in the data active = TR-FRET ratio above about 2000; note: inactives centre near 1500
bIAP act – intestinal alkaline phosphatase (bovine) activation. purified bovine IAP, CDP-star luminescence, 30 min; active compounds read high; fold of DMSO-control signal, blank-subtracted. AID 1016. activation factor at 20 µM. actives 0.17% (n = 200,000);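 active = activation factor of 2 or more at 20 µM, a signal rise over negative controls twice the positive control's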
TNAP inh hi DEA – inhibitors of human TNAP at high phosphate acceptor concentration; P05186; purified TNAP, CDP-star luminescence, 1 M DEA; inhibition, % at 20 µM; actives 0.03% (n = 200,000); AID 1135;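 active = over 50% inhibition of tissue-nonspecific alkaline phosphatase at 20 µM in the single-dose screen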;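 note: plate controls were DMSO wells for no effect and EDTA-quenched wells as full inhibition for full effect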
PPARg SRC-3 ag – promotes SRC-3 coactivator recruitment by human PPARgamma | P37231 | biochemical PPARgamma/SRC-3 coactivator recruitment assay | activation, % at 8 µM | actives 0.26% (n = 200,000); in the data active = activation above about 23%;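 note: 0% = DMSO and 100% = reference agonist; some compounds past the cut are filed as inactive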
Target sequence (P37231 whole entry, looked up): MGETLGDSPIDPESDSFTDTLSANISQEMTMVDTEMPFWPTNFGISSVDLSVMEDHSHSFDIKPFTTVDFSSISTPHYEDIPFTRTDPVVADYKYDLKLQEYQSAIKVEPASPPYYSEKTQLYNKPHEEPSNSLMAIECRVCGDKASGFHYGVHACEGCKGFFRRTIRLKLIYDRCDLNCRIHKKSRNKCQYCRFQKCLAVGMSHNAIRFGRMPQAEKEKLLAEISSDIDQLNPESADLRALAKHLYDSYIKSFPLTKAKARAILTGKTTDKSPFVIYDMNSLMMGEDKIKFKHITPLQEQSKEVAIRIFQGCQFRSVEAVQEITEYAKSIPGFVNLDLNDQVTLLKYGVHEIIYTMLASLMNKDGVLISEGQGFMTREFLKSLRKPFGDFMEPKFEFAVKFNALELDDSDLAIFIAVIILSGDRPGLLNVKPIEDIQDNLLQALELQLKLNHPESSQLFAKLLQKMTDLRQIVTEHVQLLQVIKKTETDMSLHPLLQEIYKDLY
PPARg SRC2 recr – agonists of SRC-2 recruitment by human PPARgamma | P37231 | PPARgamma LBD-SRC-2 recruitment, biochemical | activation, % at 8 µM | actives 0.34% (n = 200,000) | AID 1032; in the data active = activation above about 22%;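 note: 0% = vehicle and 100% = reference agonist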
TNAP inh noacc – blocks human TNAP activity with no phosphate acceptor present; P05186; purified TNAP, CDP-star luminescence, 30 min; inhibition, % at 20 µM; actives 0.26% (n = 200,000); AID 1012;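 active = tissue-nonspecific alkaline phosphatase inhibition above about 50% at 20 µM in the single-dose screen, limit read from the data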;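 note: 0% = DMSO negative control and 100% = EDTA positive control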
PPARg SRC-1 ag – promotes SRC-1 coactivator recruitment by human PPARgamma; P37231; PPARgamma-SRC-1 coactivator recruitment biochemical assay; activation, % at 8 µM; actives 0.41% (n = 200,000); in the data active = activation above about 19%;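 note: 0% = DMSO and 100% = reference agonist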
Efa HMGR inh – E. faecalis class II HMG-CoA reductase inhibition; inhibition, % at 10 µM; AID 1066; actives 0.41% (n = 190,000); purified E. faecalis HMGR, NADPH absorbance 340 nm kinetic;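 active = inhibition above a set limit, the median over all tested compounds plus 3 SD, cut at about 9.5% in these data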;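 note: enzyme runs in reverse so mevalonate oxidation gives rising NADPH absorbance; 0% = complete reaction with DMSO and 100% = background rate lacking mevalonate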
Active calls of the source: *; / = not tested or not shown. Hits appear at their usual frequency; about 1.6% have a hit in one of these screens.

The opening 2 entries, ahead of the listing:
SMILES	TNAP act hi DEA	bIAP inhibitor	SRC2 TRFRET art	bIAP act	TNAP inh hi DEA	PPARg SRC-3 ag	PPARg SRC2 recr	TNAP inh noacc	PPARg SRC-1 ag	Efa HMGR inh
CC1CCc2sc(C(=O)N/N=C/C3CCCCC3)cc2C1 (stereo not given)	1	5	1659	0.9	-4	1	-7	-10	1	0
Cc1ccc2oc(=O)c3cnn(CC(=O)N4CCc5ccccc5C4)c3c2c1	1.1	4	/	1	-6	/	/	-15	/	0

The whole of this part, repeating the preview:
SMILES	TNAP act hi DEA	bIAP inhibitor	SRC2 TRFRET art	bIAP act	TNAP inh hi DEA	PPARg SRC-3 ag	PPARg SRC2 recr	TNAP inh noacc	PPARg SRC-1 ag	Efa HMGR inh
CC1CCc2sc(C(=O)N/N=C/C3CCCCC3)cc2C1 (stereo not given)	1	5	1659	0.9	-4	1	-7	-10	1	0
Cc1ccc2oc(=O)c3cnn(CC(=O)N4CCc5ccccc5C4)c3c2c1	1.1	4	/	1	-6	/	/	-15	/	0
CCOC(=O)C1CCN(c2c(N3CCN(Cc4ccccc4)CC3)c(=O)c2=O)CC1	1	-4	1714	1	-3	10	3	-6	-1	-6
O=c1[nH]c2ccc(N=Cc3c(O)ccc4cc(Br)ccc34)cc2[nH]1	0.9	5	1619	1	15	0	3	24	2	-9
Cc1ccc(S(=O)(=O)N2CCN(Cc3cccc(C)c3O)CC2)cc1	1	-4	1622	1	0	21	-6	-6	0	-2
C=CCNC(=O)NC(=O)COC(=O)c1nc2nccc(C)n2n1	1.1	-15	1408	1.1	-6	2	-1	-5	-2	-4
Cc1ccc(S(=O)(=O)NC(C(=O)Oc2ccc3c(C(F)(F)F)cc(=O)oc3c2)c2ccccc2)cc1 (stereo not given)	1	8	1702	0.9	-4	-4	4	-15	3	3
CCOC(=O)c1sc(NC(=O)CSc2nc(C)cc(C)n2)c(C#N)c1C	1	6	1602	0.9	-5	10	-4	-16	1	-5
CC1=C(/C=C/C(=O)O)C(C)(C)CCC1	0.9	-3	1543	1	6	-3	4	-4	3	-1
O=C1N=c2ccccc2=C1c1c(O)n(-c2cccc(F)c2)[nH]c1=O	1	-7	1723	1.1	0	5	4	23	5	-4
COc1cccc(Nc2nc(-c3ccc4c(c3)OCCO4)cs2)c1	1.1	16	1638	0.8	-6	9	6	-8	10	0
CCOC(=O)N1CCC(NS(=O)(=O)c2cc(Br)cc3c2N(C(=O)CC)CC3)CC1	1	-2	1802	1	1	5	1	-6	0	0
Cc1nc2ccc(S(=O)(=O)NC(C(=O)NCc3cccs3)C(C)C)cc2s1 (stereo not given)	1	4	1610	1	-3	0	2	-8	2	2
CCOc1ccc(CCNC(=O)CN2CCN(Cc3ccc(F)cc3)C2=O)cc1OCC	1	-3	1406	1	0	1	0	-7	0	-5
C=CCN(c1ccccc1)S(=O)(=O)c1cc(C(=O)NC2=NCCS2)ccc1Cl	0.9	-18	1421	1.2	7	-1	-7	7	0	-8
Cc1ccc(-n2c(SCC(=O)OC(C)C)nnc2-c2cnccn2)cc1	1.1	0	1407	1	-8	-1	2	-12	2	-2
O=C(CSc1nc2c(sc3ccccc32)c(=O)n1CCCN1CCOCC1)NCC1CCCO1 (stereo not given)	1	-16	1602	1.2	-2	0	-8	-17	1	-3
COc1ccc(C2CC(C(F)(F)F)n3ncc(C(=O)Nc4cccc(O)c4)c3N2)cc1OC (stereo not given)	1	-3	1521	1	-4	-13	2	-5	-1	-12
CCOC(=O)c1cccc(NS(=O)(=O)Cc2ccccc2)c1	1	-17	1622	1.2	-1	4	3	-4	-5	2
CCCNC(=O)Nc1ccccc1SC	1	3	1588	1	-4	-1	-3	-9	3	1
COc1cc(NC(=O)c2ccc(CNc3c(N4CCOCC4)c(=O)c3=O)cc2)cc(OC)c1	1.1	6	1720	0.9	-8	8	8	-20	-2	-5
O=C1c2ccccc2S(=O)(=O)c2cc(C(=O)N(c3ccccn3)c3ccccn3)ccc21	1	8	1560	0.9	1	-1	-5	-13	-1	2
O=C(NCc1cccs1)C(=O)NCC1OCCCN1S(=O)(=O)c1ccc(F)cc1 (stereo not given)	1	0	1497	1	1	-1	-2	-8	5	-2
COc1ccc(C(=O)NCc2nnc(SCC(=O)c3ccccc3)n2C)cc1	1	8	1395	0.9	-4	-3	-1	-6	-8	-1
Cc1cc(C)n(-c2nc3ccccc3[nH]c2=O)n1	1	-1	1537	1	3	11	-1	-5	-1	-1
Oc1ccc(Cl)cc1-c1cc(-c2cccc(Br)c2)n[nH]1	1	-9	1565	1.1	-1	1	11	-4	1	-4
O=C(O)CCN1C(=O)/C(=C/c2ccc(-c3nc4ccccc4s3)o2)SC1=S	0.8	38	1688	0.6	20	9	-1	28	-2	6
CCN(CC)C(=O)c1c(NC(=O)c2ccccc2)sc(C)c1C	1.1	8	1676	0.9	-7	2	-3	-26	-5	-1
Nc1sc2c([n+]1CCCS(=O)(=O)[O-])CCCC2	1.1	-9	1618	1.1	-6	-2	8	-4	7	-13
O=C(CCn1nc(-c2ccccc2)c2ccccc2c1=O)Nc1cccnc1	1	3	1249	1	-1	5	-5	-5	-6	-7
COc1ccc(/C=N/NC(=O)CCCC(=O)NC2CCCCC2)cc1	1	4	1444	1	-3	-4	5	-10	13	4
O=C(c1cnn2c(C(F)F)cc(-c3ccccc3)nc12)N1CCCc2ccccc21	1	13	1429	0.9	-1	-5	-1	-5	3	4
CC(=O)N/C(=C\c1ccccc1)C(=O)N1CCOCC1	1.1	4	1451	1	-7	5	3	-11	0	-5
Cc1nn(C)c(=O)n1-c1ccc(OCc2ccccc2)cc1	1	5	1756	1	0	11	4	-10	-5	-3
Cc1ccc(C(=O)COC(=O)CCC(=O)NC2CCCCC2)cc1[N+](=O)[O-]	1.1	-3	1297	1	-7	4	2	-17	-2	2
CCOc1ccc(NC(=O)CS(=O)(=O)c2cn(CC)c3ccccc23)cc1	1	18	1556	0.8	-1	-2	-6	-11	8	-7
CC1=CC2=NC(=O)CC(C)(C(=O)N(CC(=O)NC(C)C)C3CCCC3)N2C=C1 (stereo not given)	1	-14	1552	1.1	1	0	10	-1	10	2
COC(=O)c1ccc(NC(=O)N2CCOCC2)cc1	1.1	6	1546	0.9	-9	4	-7	-17	-7	2
Cc1ccc(-n2c(SCC(=O)NCc3ccco3)nnc2-c2cccnc2)cc1	1.1	-27	1341	1.3	-5	14	-4	-6	-8	-1
CCCNC(=O)c1ccccc1NC(=O)c1ccc(CSc2ccccc2)cc1	1.1	/	1507	0.3	-6	-1	-1	-15	-7	-3
CCc1nnc(NC(=O)Cc2sc(C)nc2-c2ccc(C)cc2)s1	1.1	-7	1497	1.1	-6	2	1	-10	-3	-4
CC(C)C(NC(=O)OC(C)(C)C)C(=O)NC(CCC(=O)OCc1ccccc1)C(N)=O (stereo not given)	1	-1	1517	1	-1	0	8	-4	2	-3
COc1ccc(C(=O)n2c(C)c(CCO)c(=O)n2C)cc1	1	-2	1700	1	-3	0	8	-11	2	-6
O=C(c1ccccc1)C(C(=O)N1CCCCC1)n1ccccc1=O (stereo not given)	1	-6	1420	1.1	0	-2	-8	-11	4	-2
Cc1ccc(-n2c(C)nnc2SCC(=O)NNC(=O)c2ccco2)cc1	1	-56	1693	1.6	-3	0	4	-46	13	0
Cc1c(NC(=S)NC(=O)C(C)(C)C)cccc1[N+](=O)[O-]	1	/	1654	0.3	3	-4	10	-1	6	0
CN1C(=O)/C(=C2\SC(N)=NC2=O)c2ccccc21	1	17	1573	0.8	-3	0	16	-32	5	-1
CCN1CCc2c(OCc3ccc(C)cc3)cccc2C1=O	1.1	-8	1598	1.1	-6	5	8	-14	-1	-1
COC(=O)c1ccc(CN2CCN(C3CCCC3)C(CCO)C2)cc1 (stereo not given)	1	6	1430	0.9	-5	5	0	-12	8	-1
C=CCn1c(SCc2c(C)noc2C)nc2sc(C)c(C)c2c1=O	1.1	0	1532	1	-5	0	10	10	8	-2
O=C(O)c1ccccc1NC(=S)NC(=O)c1cccc2ccccc12	1	-4	1488	1	-3	8	-9	9	3	1
CC(C)Oc1ccc2c3c(c(=O)oc2c1)CCC3	1	10	1541	0.9	-4	-9	2	1	10	2
COc1ccc(NS(=O)(=O)c2cc(NC(=O)Cn3cnc4c3c(=O)n(C)c(=O)n4C)ccc2C)cc1	1	-3	1388	1	-2	0	6	-8	1	0
Cc1c(N=C2NC(=O)/C(=C/c3ccc(O)cc3)S2)c(=O)n(-c2ccccc2)n1C	0.9	5	1309	0.9	9	-4	7	12	-5	-2

An excerpt from above in order of SMILES length, low to high:
SMILES	TNAP act hi DEA	bIAP inhibitor	SRC2 TRFRET art	bIAP act	TNAP inh hi DEA	PPARg SRC-3 ag	PPARg SRC2 recr	TNAP inh noacc	PPARg SRC-1 ag	Efa HMGR inh
COc1ccc(C(=O)n2c(C)c(CCO)c(=O)n2C)cc1	1	-2	1700	1	-3	0	8	-11	2	-6
CCCNC(=O)c1ccccc1NC(=O)c1ccc(CSc2ccccc2)cc1	1.1	/	1507	0.3	-6	-1	-1	-15	-7	-3
CCOC(=O)N1CCC(NS(=O)(=O)c2cc(Br)cc3c2N(C(=O)CC)CC3)CC1	1	-2	1802	1	1	5	1	-6	0	0

An excerpt from above in order of their number in Efa HMGR inh, falling.
| compound | TNAP act hi DEA | bIAP inhibitor | bIAP act | TNAP inh hi DEA | PPARg SRC-3 ag | PPARg SRC2 recr | TNAP inh noacc | PPARg SRC-1 ag | Efa HMGR inh |
| --- | --- | --- | --- | --- | --- | --- | --- | --- | --- |
| CC(C)Oc1ccc2c3c(c(=O)oc2c1)CCC3 | 1 | 10 | 0.9 | -4 | -9 | 2 | 1 | 10 | 2 |
| O=C(O)c1ccccc1NC(=S)NC(=O)c1cccc2ccccc12 | 1 | -4 | 1 | -3 | 8 | -9 | 9 | 3 | 1 |
| COC(=O)c1ccc(CN2CCN(C3CCCC3)C(CCO)C2)cc1 (stereo not given) | 1 | 6 | 0.9 | -5 | 5 | 0 | -12 | 8 | -1 |
| Cc1c(N=C2NC(=O)/C(=C/c3ccc(O)cc3)S2)c(=O)n(-c2ccccc2)n1C | 0.9 | 5 | 0.9 | 9 | -4 | 7 | 12 | -5 | -2 |

Taken from above:
Entry for O=C(O)c1ccccc1NC(=S)NC(=O)c1cccc2ccccc12 in PPARg SRC-1 ag: 3
Entry for COC(=O)c1ccc(CN2CCN(C3CCCC3)C(CCO)C2)cc1 (stereo not given) in PPARg SRC2 recr: 0
Entry for Cc1c(N=C2NC(=O)/C(=C/c3ccc(O)cc3)S2)c(=O)n(-c2ccccc2)n1C in bIAP act: 0.9
Entry for Cc1c(NC(=S)NC(=O)C(C)(C)C)cccc1[N+](=O)[O-] in PPARg SRC-3 ag: -4
